bIAP inhibitor: blocks bovine intestinal alkaline phosphatase activity | purified bovine IAP, CDP-star luminescence, 30 min | inhibition, % at 20 µM | 190,000 tested, under 10 active | AID 1019;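 active means over 50% inhibition of intestinal alkaline phosphatase at 20 µM in the single-dose screen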
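Assay system: bovine IAP enzyme; medium: DEA buffer 100 mM, pH 9.8, with MgCl2 1.0 mM, ZnCl2 0.02 mM; doses: 20 µM single dose; incubation: enzyme reaction for 30 min at room temperature; detection: CDP-star luminescence signal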
S1P3 antag: S1P3 (human) receptor antagonism | Q99500 | CHO S1P3 NFAT-BLA reporter, FRET fluorescence, antagonist mode | inhibition, % at 4.98 µM | 170,000 compounds, 0.27% hits | AID 485;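 active means inhibition above the plate cutoff, the mean inhibition of test wells on that plate plus 3 SD, cut at about 28% in these data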;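 further: cells challenged with S1P at its EC80 of 0.8 µM; blue over green emission ratio from cleaved BLA substrate after 4 h stimulation; 0% = S1P-stimulated wells and 100% = unstimulated DMSO-only wells; some compounds past the cut are filed as inactive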
Target sequence (Q99500 whole entry, looked up): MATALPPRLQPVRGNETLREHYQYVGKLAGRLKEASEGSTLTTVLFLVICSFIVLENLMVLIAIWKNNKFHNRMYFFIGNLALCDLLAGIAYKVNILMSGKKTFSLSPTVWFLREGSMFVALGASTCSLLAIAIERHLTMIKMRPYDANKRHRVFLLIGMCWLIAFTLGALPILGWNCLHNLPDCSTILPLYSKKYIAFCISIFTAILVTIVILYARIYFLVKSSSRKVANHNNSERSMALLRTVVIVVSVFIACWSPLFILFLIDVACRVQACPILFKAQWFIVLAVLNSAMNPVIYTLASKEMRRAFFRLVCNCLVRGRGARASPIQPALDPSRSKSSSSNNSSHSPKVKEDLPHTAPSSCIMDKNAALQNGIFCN
An asterisk follows results filed as active; · = no result given. Only part of the results is shown, so the mix of outcomes need not match the whole.

Start of the listing, in advance:
bIAP inhibitor	S1P3 antag	molecule
·	13.1	COc1ccccc1N1CCN(C(=S)NC(=O)/C=C/c2ccc(F)cc2)CC1
·	3.2	O=C(O)CC1(CC(=O)NCc2cc(F)cc3c2OCOC3)CCCCC1
·	0.2	Cc1nc(Nc2ccc(O)cc2)c2c3c(sc2n1)CCCC3
·	-1.3	CC(C)N=C1NN=C(c2cccs2)C(CC(=O)O)S1 (configuration not stated)
·	-0.4	NC(=S)c1c(Cl)cc(C(F)(F)F)cc1Cl
·	9.6	COc1ccc(/C=C2\N=C3CCCN3C2=O)cc1
·	-15.2	Cc1cc(C)n2c(SCC(=O)Nc3ccc(F)cc3)nnc2n1
·	3.1	N#C/C(=C\Nc1ccc2c(c1)OCCO2)C(=O)NCc1ccco1
·	6.5	CCN1CCN(c2nc3ccccn3c(=O)c2/C=C(\C#N)S(=O)(=O)c2ccccc2)CC1
·	-9.9	COC(=O)c1sc(NC(=S)NC(=O)c2ccc(C)cc2)nc1C
6.6	·	Cc1c(C(=O)Nc2ccccc2N2CCOCC2)sc2nc3n(c(=O)c12)CCC3
7.7	·	Cc1ccc(S(=O)(=O)N2CCN(C(=O)CCC(=O)N3CCc4ccccc43)CC2)cc1
-10.0	·	CCOC(=O)N1CCN(c2nc(SC)nc3sc4c(c23)CC(C)(C)OC4)CC1
18.0	·	Cc1nn(CC(=O)Nc2cccnc2N2CCOCC2)c(=O)c2ccccc12
-33.2	·	CCn1c2ccccc2c2cc(NC(=O)C3CCN(S(=O)(=O)c4cccs4)CC3)ccc21
0.7	·	c1ccc(CCNc2ccccc2)cc1
2.2	·	Cc1nnc2n(-c3ccc(Cl)cc3)c(=O)c3c4c(sc3n12)CN(C)CC4
-7.7	·	COc1ccc(S(=O)(=O)C(C#N)c2nc3ccccc3nc2N2CCC(C)CC2)cc1 (configuration not stated)
-2.9	·	O=C(N1CCN(Cc2ccc3c(c2)OCO3)CC1)C12CC3CC(CC(C3)C1)C2
1.9	·	COc1ccccc1C1/C(=C(\O)c2ccc3c(c2)OCCO3)C(=O)C(=O)N1CCCN(C)C (configuration not stated)

The listing, repeating the preview:
bIAP inhibitor	S1P3 antag	molecule
·	13.1	COc1ccccc1N1CCN(C(=S)NC(=O)/C=C/c2ccc(F)cc2)CC1
·	3.2	O=C(O)CC1(CC(=O)NCc2cc(F)cc3c2OCOC3)CCCCC1
·	0.2	Cc1nc(Nc2ccc(O)cc2)c2c3c(sc2n1)CCCC3
·	-1.3	CC(C)N=C1NN=C(c2cccs2)C(CC(=O)O)S1 (configuration not stated)
·	-0.4	NC(=S)c1c(Cl)cc(C(F)(F)F)cc1Cl
·	9.6	COc1ccc(/C=C2\N=C3CCCN3C2=O)cc1
·	-15.2	Cc1cc(C)n2c(SCC(=O)Nc3ccc(F)cc3)nnc2n1
·	3.1	N#C/C(=C\Nc1ccc2c(c1)OCCO2)C(=O)NCc1ccco1
·	6.5	CCN1CCN(c2nc3ccccn3c(=O)c2/C=C(\C#N)S(=O)(=O)c2ccccc2)CC1
·	-9.9	COC(=O)c1sc(NC(=S)NC(=O)c2ccc(C)cc2)nc1C
6.6	·	Cc1c(C(=O)Nc2ccccc2N2CCOCC2)sc2nc3n(c(=O)c12)CCC3
7.7	·	Cc1ccc(S(=O)(=O)N2CCN(C(=O)CCC(=O)N3CCc4ccccc43)CC2)cc1
-10.0	·	CCOC(=O)N1CCN(c2nc(SC)nc3sc4c(c23)CC(C)(C)OC4)CC1
18.0	·	Cc1nn(CC(=O)Nc2cccnc2N2CCOCC2)c(=O)c2ccccc12
-33.2	·	CCn1c2ccccc2c2cc(NC(=O)C3CCN(S(=O)(=O)c4cccs4)CC3)ccc21
0.7	·	c1ccc(CCNc2ccccc2)cc1
2.2	·	Cc1nnc2n(-c3ccc(Cl)cc3)c(=O)c3c4c(sc3n12)CN(C)CC4
-7.7	·	COc1ccc(S(=O)(=O)C(C#N)c2nc3ccccc3nc2N2CCC(C)CC2)cc1 (configuration not stated)
-2.9	·	O=C(N1CCN(Cc2ccc3c(c2)OCO3)CC1)C12CC3CC(CC(C3)C1)C2
1.9	·	COc1ccccc1C1/C(=C(\O)c2ccc3c(c2)OCCO3)C(=O)C(=O)N1CCCN(C)C (configuration not stated)
-6.1	·	c1nc(N2CCNCC2)c2sc3nc(N4CCOCC4)c4c(c3c2n1)CCC4
-3.0	·	O=C1CCCN1CC(CN1CCOCC1)Sc1nc2ccccc2c(=O)n1-c1ccccc1 (configuration not stated)
12.5	·	CSc1nc2sc3c(c2c2nnnn12)CCC3
3.8	·	Cc1cc(C)nc(/N=C/c2c(O)n(C)c(=O)n(C)c2=O)n1
5.9	·	CCCSc1nnc2n(Cc3ccccc3)c(=O)c3c4c(sc3n12)CCC4
-10.3	·	Cc1nc(SCC(=O)c2c(C)[nH]c3ccccc23)c2c(=O)n(C)c(=O)n(CC(C)C)c2n1
-12.1	·	Cc1cc(C)nc(SCCn2c(N3CCC(C)CC3)nc3c2c(=O)n(C)c(=O)n3C)n1
4.1	4.8	CC(=O)Cc1nsc(NC(=O)c2ccc(-c3ccc(Cl)c(C(F)(F)F)c3)o2)n1
0.0	8.8	Cc1nccn1CC(=O)O
3.9	-18.9	CCOC(=O)C(C)Sc1nc(-c2ccc(OC)cc2)nc2c1c(=O)n(C)c(=O)n2C (configuration not stated)
-42.4	14.3	Cc1cc(C)c2c(n1)nn1c(N3CCN(c4ccccn4)CC3)cc(C)nc21
4.0	-11.8	CN(C)CCCN1C(=O)C(=O)/C(=C(/O)c2ccc3c(c2)OCCO3)C1c1ccco1 (configuration not stated)
0.5	0.3	COc1cc2c(cc1OC)CN(Cc1cc(=O)n3cc(C)ccc3n1)CC2
8.3	-25.7	O=C(CSc1ccc2nnc(-c3cccnc3)n2n1)N1CCc2ccccc21
-4.2	-4.3	Cc1ccc2nc(NC3=NCN(Cc4cccnc4)CN3)nc(C)c2c1
-1.1	-12.7	CCN(CC)CCCN1C(=O)C(O)=C(C(=O)c2sc(C)nc2C)C1c1ccc(C)o1 (configuration not stated)
12.2	16.0	c1ccc(Cn2ncc3c2ncn2c(-c4ccncc4)nnc32)cc1
4.8	-34.8	O=[n+]1cc(-c2cc3ccccc3o2)n([O-])c2c1CCCC2
3.0	-35.4	CC1(C)CC(=O)C=C(N2CCN(C3=CC(=O)CC(C)(C)C3)CC2)C1
6.9	-23.6	COc1cccc2cc(C(=O)C3=C(O)C(=O)N(CCCN(C)C)C3c3ccncc3)oc12 (configuration not stated)
3.3	-29.0	COc1ccc2c(c1)nc1n2CN(CC2CCCO2)CN1Cc1ccccc1 (configuration not stated)
-31.9	-25.1	COC(=O)c1c(NC(=O)c2nc3ncccn3n2)sc(C(=O)N(C)C)c1C
10.5	24.1	Cc1oc(C(=O)O)cc1COc1ccc2c3c(c(=O)oc2c1C)CCCC3
32.9	-35.8	CCc1ccccc1N(C(=O)CCC(=O)Nc1cc(C)on1)C(C(=O)NC1CCCC1)c1ccco1 (configuration not stated)
-164.5	-17.7	COc1cc(C2c3c(oc4ccc(Cl)cc4c3=O)C(=O)N2Cc2ccco2)cc(OC)c1OC (configuration not stated)
-6.1	-2.2	COCCn1nnnc1C1(N(Cc2cc3cc(C)ccc3[nH]c2=O)CC2CCCO2)CCN(C)CC1 (configuration not stated)
-9.4	-20.4	O=C(O)[C@@H]1CSC2(CCSC2)N1 (some centres not stated)
-9.6	-41.8	Cn1c(-n2c(CCN3C(=O)c4ccccc4C3=O)nc3ccccc3c2=O)nc2ccccc21
2.2	-32.3	Cc1c(N=CC=Nc2c(C)n(C)n(-c3ccccc3)c2=O)c(=O)n(-c2ccccc2)n1C
6.2	-41.5	Cc1ccc(N2CCCn3c2nc2c3c(=O)n(CCN3CCOCC3)c(=O)n2C)cc1
5.0	-2.3	O=C(CSc1ncnc2c1oc1ccccc12)N1CCc2ccccc2C1
0.0	1.0	Cc1cnc(-c2nnc(N(C)C(=O)c3ccccn3)s2)cn1
3.5	-11.8	Cc1ccc(-n2ncc3c(NCCCn4ccnc4)ncnc32)c(C)c1
5.8	-41.7	Cn1c(=O)c2c(nc(CN3CCC(C(N)=O)CC3)n2Cc2ccccc2Cl)n(C)c1=O
-2.6	-3.7	Cc1ccc(Cl)cc1N1CCN(Cc2nc3c(c(=O)[nH]c(=O)n3C)n2Cc2ccccc2F)CC1
5.6	-24.9	Cc1cc(=O)oc2c1c(C)nn2-c1ccc(C(=O)OC(C)C)cc1
1.8	-8.7	CCCCn1c(SCc2cc(=O)n3ccsc3n2)nc2cc(C(=O)OC)ccc2c1=O
2.2	-3.8	CCn1cc(C(=O)Nc2ccc(C(=O)N3CCCC3)cc2)c(=O)c2ccc(C)nc21
5.8	-22.9	CCn1c(SCC(=O)Nc2cc(C)on2)nc2sc(C)c(C)c2c1=O
0.8	-2.1	CCC(C)(C)n1nnnc1C(c1cccc(C#N)c1)N1CCN(c2cc(C)ccc2C)CC1 (configuration not stated)

Additional records
bIAP inhibitor	S1P3 antag	molecule
10.4	-16.4	CCCCn1c(SCn2nnc3ccccc3c2=O)nc2cc(C(=O)OC)ccc2c1=O
4.1	-14.9	CCOc1ccc(C2/C(=C(/O)c3ccc(Cl)cc3)C(=O)C(=O)N2CCCN(C)C)cc1OC (configuration not stated)
8.0	-8.4	c1cncc(-c2nc3cc(Cc4ccc5oc(-c6cccnc6)nc5c4)ccc3o2)c1
16.8	0.1	COc1cc(C(=O)Nc2c(-c3ccccn3)c(=O)c3ccccc3n2C)cc(OC)c1OC
-20.0	-11.4	Cc1nnc(SCc2nnc(-c3ccc(Cl)cc3)o2)n1-c1ccccc1
1.9	-16.1	COCCCn1c2nc3ccccc3nc2c2c(=O)n(Cc3ccccc3Cl)cnc21
5.0	-2.5	CCOC(=O)N1CCC(NC(=O)c2cnn3c(C(F)(F)F)cc(-c4cccc(OC)c4)nc23)CC1
3.8	-31.3	COCCCn1c2nc3ccccc3nc2c2c(=O)n(Cc3ccc(Cl)cc3)c(C)nc21
0.4	8.1	O=C1C2C3c4ccccc4C(c4ccccc43)C2C(=O)N1Cc1ccco1 (configuration not stated)
3.5	-0.1	CC1Cn2c(nnc2-c2ccc(F)cc2)S1 (configuration not stated)
14.0	21.3	O=C(Nc1ccc(OC(F)(F)F)cc1)c1cnc2n(c1=O)CCS2
-8.7	-8.9	CCc1ccc2nc(NC3=NCN(CCN4CCOCC4)CN3)nc(C)c2c1
-1.4	-0.9	COCCn1c(-c2cc(OC)c(OC)c(OC)c2)nc2nc3ccccc3nc21
3.5	9.1	CCOC(=O)c1cnc2ccc(Br)cc2c1NCC(C)O (configuration not stated)
-4.0	-17.5	CCOc1ccc2nc(NCCNC(=O)C3CC3)c(C)cc2c1
-11.5	-14.4	O=C(Cn1[nH]c(=O)c2ccccc2c1=O)Nc1cccc(-c2nnc3n2CCCCC3)c1
3.0	-44.9	Cc1cc(C)c2[nH]c(=O)c(C(c3nnnn3C3CCCC3)N3CCOCC3)cc2c1 (configuration not stated)
6.9	-8.4	Cc1nn(-c2ccccc2)c2sc(C(=O)n3cccn3)cc12
-8.8	5.6	Cc1sc2nc(CN(CCc3ccccc3)C(=O)c3ccco3)[nH]c(=O)c2c1C
2.4	-6.7	Cc1nc(C)c(C(=O)C2=C(O)C(=O)N(CCCN(C)C)C2c2ccco2)s1 (configuration not stated)
18.6	-14.2	CCOC(=O)c1cnn(-c2ncnc3c2oc2ccccc23)c1N
-0.8	-28.5	CCCn1c(=O)c2ccccc2n2c(SCC(=O)c3cc(C)n(CC4CCCO4)c3C)nnc12 (configuration not stated)
-0.3	-14.8	CCOc1ccc(OCC)c(NC(=O)CSc2nc3c(c(=O)n(C)c(=O)n3C)n2C)c1
-14.5	-3.8	COc1ccc(N2CCCn3c2nc2c3c(=O)n(CCN3CCOCC3)c(=O)n2C)cc1
14.2	18.3	CCCn1c(=O)c2ccccc2n2c(SCC(=O)Nc3cc(C)on3)nnc12
-17.5	3.8	O=c1[nH]c2c(cc1CNCCN1CCOCC1)c(-c1cccc(F)c1)nn2-c1ccccc1
0.3	-3.9	Cc1cc(N2CCCC2)n2nc(C)c(-c3ccccc3)c2n1
4.4	-18.0	CCC1CCCCN1Cc1nc2c(c(=O)n(C)c(=O)n2C)n1CCCc1ccccc1 (configuration not stated)
7.0	-43.9	CCOC(=O)c1sc(NCCNc2nc(C)c(C(=O)OCC)s2)nc1C
-3.7	30.5	NC(=O)CN1CCOCCN(CC(N)=O)CCOCC1
0.4	-15.8	Cc1onc(-c2ccccc2Cl)c1C(=O)Nc1cnn(Cc2ccccc2)c1
-12.9	8.3	c1ccc(OCc2nn3c(-c4n[nH]c5c4CCC5)nnc3s2)cc1
-5.5	-5.0	CN(C)c1ccc(-c2nn3c(-c4cccnc4)nnc3s2)cc1
2.8	-1.8	Cn1c(=O)[nH]c(=O)c2c1nc(N1CCCCCC1)n2CC(=O)c1ccccc1
14.1	-1.8	COc1cccc2cc(C(=O)Nc3cccc(C)n3)c(=O)oc12

Screening results (PubChem)
